CXXC DNA block: inhibitors of human MLL CXXC domain-DNA interaction. AID 2662. Potency, µM (series often up to 115 µM), inactives show at the top dose activity change, negative = inhibition, actives largely listed as inhibitors. 290,000 compounds, 0.037% hits. MLL-CXXC / FITC-HOXA9 DNA fluorescence polarization. Q03164; active means well fitted inhibition curve with a large enough effect in the polarisation, with a control signal flat, not every such curve was filed as active; inconclusive means small, poorly fitted or top-dose-only effect, or effect the other way, or a change in a side signal; inactive means no such curve, though single readings can be large or run the other way; the % refers to the polarisation; further: potency means the concentration at half of the fitted maximal effect
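Fluorescence polarization: 7 uM MLL-CXXC (stock) preincubated 5 min with compounds, then 50 nM fluorescein-HOX-A9 DNA (stock) added; 30 min ambient. Buffer 50 mM Tris-HCl pH 7.5, 50 mM NaCl, 1 mM DTT, 0.05% BSA.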
B2AR arrestin: recruits beta-arrestin to the human beta2-adrenergic receptor. P07550. beta-arrestin recruitment to beta2AR, cell-based reporter. Potency, µM (doses to about 46.1 µM), for inactives: top-dose activation, most hits filed as activators. 330,000 compounds, 0.02% hits. AID 492947;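 further: potency means the concentration at half of the fitted maximal effect; 0% = DMSO controls and full agonism = EC100 isoproterenol or metaproterenol; nearly all actives have a fitted effect of over 65% in size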
TRPV1 ag: activates the human vanilloid receptor TRPV1. AID 540275. activation, % at 8.33 µM. Q8NER1. TRPV1-expressing cells, Fluo-8 calcium influx, agonist mode. 320,000 compounds, 0.19% hits; in the data active means activation above about 80%; inconclusive means between about 30% and that limit; further: 0% is about no effect
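Fluo-8 calcium influx in TRPV1-expressing cells, kinetic read (ex 480/em 520 nm). Compound added and read 3 min for agonist activity, followed by capsaicin at EC20 final and 2 min further read for enhancement.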
BRCA1 expr act: increases BRCA1 expression. MCF7-BRCA1-FFLuc reporter, luminescence, 48 h; response scale: scaled: vehicle 0%, 10 µM genistein 100%. Potency, µM (titrated, usually from 46.1 µM), for inactives: at the highest dose activation, most hits filed as activators. 380,000 compounds, 1.1% hits; further: potency means the concentration at half of the fitted maximal effect; nearly all actives have a fitted effect of over 80% in size; some results filed as inactive show a strong effect at the top dose
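Using MCF7 cells harboring a BRCA1 firefly luciferase reporter, plated 2 h before compound pinning, the screen measured luminescence after 48 h incubation. Responses were normalized to DMSO and 10 microM genistein, then fitted for concentration-effect.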
An asterisk follows results filed as active; ? = inconclusive; / = not tested or not shown; & = joins results of further samples; [ ] = another dose, or the depositor's remark. Unless noted, the call rests on the fitted dose curve; in most records, active means well fitted curve in the direction sought with a large enough effect; inconclusive means small, poorly fitted or top-dose-only effect, or another doubt; inactive means no such curve, though single readings can be large; an effect the other way counts as inactive or inconclusive. These rows are one share of the data, so the mix of outcomes need not match the whole.

cpd	structure	CXXC DNA block	B2AR arrestin	TRPV1 ag	BRCA1 expr act
1	C[C@H]1C[C@@H]2[C@H]3CCC4=CC(=O)C=C[C@@]4(C)[C@@]3(Cl)[C@@H](O)C[C@]2(C)[C@]1(OC(=O)c1ccco1)C(=O)CCl	0.1%[51.4 µM]	/	/	/
2	OCCOCCOCCO	1.5%	/	/	/
3	NC(=O)c1ccc([N+](=O)[O-])cc1Cl	?	/	/	/
4	c1ccc(CNCCNCc2ccccc2)cc1	3.4%	/	/	/
5	Nc1ccc(S(=O)(=O)NCc2ccccc2)cc1	-6.2%	/	/	/
6	CCCCCCCCCCOCC(O)CN (stereo unspecified)	-6.7%	/	/	/
7	CN=C(NC#N)Nc1ccc(C2=NNC(=O)CC2C)cc1 (stereo unspecified)	-0.6%	/	/	/
8	CC1(C)Oc2ccc(C#N)cc2[C@H](N2CCCC2=O)[C@H]1O	3.5%	/	/	/
9	O=C(Nc1ccc([N+](=O)[O-])cc1)Nc1ccc([N+](=O)[O-])cc1	-1.6%	/	/	/
10	C[C@H](CCC(=O)O)[C@H]1CC[C@@H]2[C@@H]3[C@@H](O)C[C@H]4C[C@@H](O)CC[C@@]4(C)[C@H]3CC[C@@]21C	-0.5%[51.4 µM]	/	/	/
11	CCCCN(CCCC)CC(O)c1cc(Cl)cc2c1-c1ccc(Cl)cc1/C2=C/c1ccc(Cl)cc1 (stereo unspecified)	4.3%	/	/	/
12	NC(=O)NC(=O)Cc1ccccc1	-4.6%	/	/	/
13	O=C(O)[C@@H]1[C@@H]2C[C@H]3c4[nH]c5ccccc5c4CCN3C[C@@H]2CC[C@@H]1O	-2.5%[51.4 µM]	/	/	/
14	CCn1cc(C(=O)O)c(=O)c2cc(F)c(N3CCN[C@@H](C)C3)c(F)c21	1.8%	/	/	/
15	CCCC(=O)O[C@]1(C(=O)CCl)[C@H](C)C[C@@H]2[C@H]3CCC4=CC(=O)C=C[C@]4(C)[C@@]3(F)C(=O)C[C@@]21C	3.7%	/	/	/
16	Cc1c(C(C)C)c(=O)n(-c2ccccc2)n1C	-3.4%	/	/	/
17	CN1CCC(Nc2ncc3ncnc(Nc4ccc(F)c(Cl)c4)c3n2)CC1	7.2%	/	/	/
18	COc1ccc([C@@H]2CNC(=O)C2)cc1OC1CCCC1	-3.0%[51.4 µM]	/	/	/
19	CN1CCN(C(=O)C2CCCCC2)CC1	-0.8%	/	/	/
20	CCCN(CCC)C(=O)[C@@H](CCC(=O)O)NC(=O)c1ccccc1	3.1%	/	/	/
21	Cc1cn([C@H]2C[C@H](O)[C@@H](CO)O2)c(=O)[nH]c1=O	-5.5%	/	/	/
22	COc1c(O)cc2c(c1O)[C@@H]1O[C@@H](CO)[C@@H](O)[C@@H](O)[C@@H]1OC2=O	-7.0%[51.4 µM]	/	/	/
23	CC1(C)OC2CC(=O)OC[C@@]23C1CC(=O)[C@]1(C)C3CC[C@@]2(C)C(c3ccoc3)OC(=O)C3O[C@@]321 (stereo partly specified)	5.5%	/	/	/
24	CN1CCN(c2cc3c(cc2F)c(=O)c(C(=O)O)cn3-c2ccc(F)cc2)CC1	?	/	/	/
25	COC(=O)c1ccccc1C(=O)c1ccc(OCCN2CCCCC2)cc1	-7.7%	/	/	/

Looked up one by one from the list above (6):
cpd	structure	CXXC DNA block	B2AR arrestin	TRPV1 ag	BRCA1 expr act
19	CN1CCN(C(=O)C2CCCCC2)CC1	-0.8%	/	/	/
17	CN1CCC(Nc2ncc3ncnc(Nc4ccc(F)c(Cl)c4)c3n2)CC1	7.2%	/	/	/
15	CCCC(=O)O[C@]1(C(=O)CCl)[C@H](C)C[C@@H]2[C@H]3CCC4=CC(=O)C=C[C@]4(C)[C@@]3(F)C(=O)C[C@@]21C	3.7%	/	/	/
9	O=C(Nc1ccc([N+](=O)[O-])cc1)Nc1ccc([N+](=O)[O-])cc1	-1.6%	/	/	/
24	CN1CCN(c2cc3c(cc2F)c(=O)c(C(=O)O)cn3-c2ccc(F)cc2)CC1	?	/	/	/
20	CCCN(CCC)C(=O)[C@@H](CCC(=O)O)NC(=O)c1ccccc1	3.1%	/	/	/

Entries of single compounds from above. Screens in order: CXXC DNA block, B2AR arrestin, TRPV1 ag, BRCA1 expr act
`Nc1ccc(S(=O)(=O)NCc2ccccc2)cc1` as listed: -6.2%, /, /, /
`NC(=O)c1ccc([N+](=O)[O-])cc1Cl` as listed: ?, /, /, /
`O=C(Nc1ccc([N+](=O)[O-])cc1)Nc1ccc([N+](=O)[O-])cc1` as listed: -1.6%, /, /, /
`CCCC(=O)O[C@]1(C(=O)CCl)[C@H](C)C[C@@H]2[C@H]3CCC4=CC(=O)C=C[C@]4(C)[C@@]3(F)C(=O)C[C@@]21C` as listed: 3.7%, /, /, /

More entries follow.
Under each structure: CXXC DNA block, B2AR arrestin, TRPV1 ag, BRCA1 expr act
26) CC[C@@]12CCCN3CCc4c(n(c5ccccc45)[C@](O)(C(=O)OC)C1)C32 (stereo partly specified)
  6.2%, /, /, /
27) COc1cc2[nH]c(=O)[nH]c(=O)c2cc1OC
  10.2%[51.4 µM], /, /, /
28) O=C(OC1C[C@@H]2CC3C[C@H](C1)N2CC3=O)c1c[nH]c2ccccc12 (stereo partly specified)
  -5.2%, /, /, /
29) CCN1CC(CCN2CCOCC2)C(c2ccccc2)(c2ccccc2)C1=O (stereo unspecified)
  -3.9%, /, /, /
30) Cc1ccc(C(=O)C(C)CN2CCCCC2)cc1 (stereo unspecified)
  -5.6%, /, /, /
31) Cc1ccc(Cc2c(C)nc3c(-c4ccccc4)c(C)[nH]n3c2=O)cc1
  /, /, /, -69.6%
32) COc1ccc2c(CNCCc3ccccc3OC)c(C(=O)O)n(Cc3ccc(F)cc3Cl)c2c1
  /, /, /, -37.6%
33) Cc1nc2c([nH]1)c(=O)n(C)c(=O)n2Cc1ccco1
  9.4%, /, /, 0.0%&-6.1%
34) C[C@@H]1C[C@H]2[C@@H]3C[C@H](F)C4=CC(=O)C(Cl)=C[C@]4(C)[C@@]3(F)[C@@H](O)C[C@]2(C)[C@@]1(O)C(=O)CO
  -2.2%, -2.0%, 1.2, /
35) CC(=O)O[C@@]12CO[C@@H]1C[C@H](O)[C@@]1(C)C(=O)[C@H](O)C3=C(C)[C@@H](OC(=O)[C@H](O)[C@@H](NC(=O)OC(C)(C)C)c4ccccc4)C[C@](O)([C@@H](OC(=O)c4ccccc4)[C@H]21)C3(C)C
  -2.8%, -0.4%, -2.3, /
36) CN(CCOc1ccc(NS(C)(=O)=O)cc1)CCc1ccc(NS(C)(=O)=O)cc1
  -6.1%&1.2%, -0.2%, 0.2, /
37) CC(C)(C)c1ccc(S(=O)(=O)c2cnc(SCC(=O)Nc3ccc(F)c(Cl)c3)[nH]c2=O)cc1
  /, /, 21.4, 8.3%

Some of these compounds in order of the B2AR arrestin value, highest first.
No. | SMILES | CXXC DNA block | B2AR arrestin | TRPV1 ag
36 | CN(CCOc1ccc(NS(C)(=O)=O)cc1)CCc1ccc(NS(C)(=O)=O)cc1 | -6.1%&1.2% | -0.2% | 0.2
35 | CC(=O)O[C@@]12CO[C@@H]1C[C@H](O)[C@@]1(C)C(=O)[C@H](O)C3=C(C)[C@@H](OC(=O)[C@H](O)[C@@H](NC(=O)OC(C)(C)C)c4ccccc4)C[C@](O)([C@@H](OC(=O)c4ccccc4)[C@H]21)C3(C)C | -2.8% | -0.4% | -2.3
34 | C[C@@H]1C[C@H]2[C@@H]3C[C@H](F)C4=CC(=O)C(Cl)=C[C@]4(C)[C@@]3(F)[C@@H](O)C[C@]2(C)[C@@]1(O)C(=O)CO | -2.2% | -2.0% | 1.2

As entered above:
cpd 33 in CXXC DNA block has 9.4%
cpd 28 in CXXC DNA block has -5.2%
